esBAF inh – Bmi1 luciferase reporter increase in mESCs, primary screen, esBAF inhibitor project, mouse ES cells, Bmi1 luciferase knock-in, single point. 24 h; 100% = twice the neutral-well signal. reporter increase, % at 12.5 µM. hit rate 2% among 350,000; in the data active = activation above about 40%; inconclusive = no clear call, values can overlap the other calls;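 note: 0% = median of the plate's neutral control wells and 100% = double that signal; a rise in the Bmi1 reporter signal indicates esBAF inhibition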
ARNT TACC3 PPI – disruptors of ARNT/TACC3 protein interaction, primary screen, biochemical, AlphaScreen, single concentration. Transforming acidic coiled-coil-containing protein 3 (Homo sapiens), Q9Y6A5. AlphaScreen His-ARNT PAS-B/GST-TACC3 binding, luminescence; TACC3 fragment carries E629A point mutation. inhibition, % at 9.99 µM. hit rate 0.66% among 390,000;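 active = mean inhibition of replicates at least 50% and at least half of replicates each reaching 50%; inconclusive = half or more replicates reach 50% but mean below 50%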;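 note: 0% = complete ARNT plus TACC3 wells and 100% = ARNT alone without TACC3; many hits fall short of the cut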
Cneo AK release – Cryptococcus neoformans cell lysis inducers, primary screen, AK release luminescence, single concentration. lysis activity, % at 15 µM. AID 651654, 2012. hit rate 0.2% among 360,000. C. neoformans lysis, adenylate kinase release luminescence, 4 h; normalised: neutral wells 0, clomiphene wells 100;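 active = mean lysis activity across replicates of at least 80%, whatever share of replicates individually reach that level; inactive = mean lysis activity below 80%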
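Test system: log-phase Cryptococcus neoformans yeast cells. Input: 5 × 10^6 yeast cells/mL. Medium: fresh YPD growth medium. Doses: single dose. Incubation: static 4 h at 37 °C with compound, 1 h detection. Measured by: luminescent adenylate kinase detection reagent. Read-out: signal increase indicating cell lysis. Benchmarks: Clomiphene.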
C2C12 statin – suppressors of statin myotoxicity in C2C12 myotubes, primary screen, cell-based, single point, plate reader; hit rate 0.78% among 330,000; rescue of ATP level, % at 7.49 µM; AID 602340, 2012; C2C12 myotubes + simvastatin, ATP luminescence, 48 h; scaled: DMSO 0, geranylgeraniol control 100;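 active = mean ATP rescue above about 67%, or every replicate alone reaching that limit, limit read from the data, passing the limit was not always enough; inconclusive = no clear call, values can overlap the other calls; inactive = mean under the limit and some replicate under it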;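 note: myotubes were challenged with 10 µM simvastatin during compound exposure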
miR-122 sensor – miR-122 Renilla sensor signal increase in Huh7, primary screen, miR-122 inhibitor project, cell-based, single point, plate reader; Huh7 miR-122 Renilla luciferase sensor, 48 h; neutral wells = 0, positive control = 100; activation (reporter increase), % at 12.5 µM; hit rate 0.3% among 340,000; AID 602342, 2012;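 active = mean replicate activation score at least 90 and every replicate individually at or above 90; inconclusive = only one of the two criteria met; inactive = neither criterion met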;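 note: higher luciferase means less miR-122 activity so hits act as miR-122 inhibitors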
ERp5 block – inhibitors of ERp5-driven insulin aggregation, primary screen, biochemical, turbidity, absorbance 650 nm, single point; inhibition, % at 9.99 µM; hit rate 0.05% among 350,000; Protein disulfide-isomerase A6 (Homo sapiens), Q15084; AID 651711, 2012; 90 min;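 active = mean replicate inhibition above about 25%, with every replicate also reaching it, limit read from the data, passing the limit was not always enough; inconclusive = only one of those two criteria met; inactive = neither criterion met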
Target sequence (Q15084 whole entry, looked up): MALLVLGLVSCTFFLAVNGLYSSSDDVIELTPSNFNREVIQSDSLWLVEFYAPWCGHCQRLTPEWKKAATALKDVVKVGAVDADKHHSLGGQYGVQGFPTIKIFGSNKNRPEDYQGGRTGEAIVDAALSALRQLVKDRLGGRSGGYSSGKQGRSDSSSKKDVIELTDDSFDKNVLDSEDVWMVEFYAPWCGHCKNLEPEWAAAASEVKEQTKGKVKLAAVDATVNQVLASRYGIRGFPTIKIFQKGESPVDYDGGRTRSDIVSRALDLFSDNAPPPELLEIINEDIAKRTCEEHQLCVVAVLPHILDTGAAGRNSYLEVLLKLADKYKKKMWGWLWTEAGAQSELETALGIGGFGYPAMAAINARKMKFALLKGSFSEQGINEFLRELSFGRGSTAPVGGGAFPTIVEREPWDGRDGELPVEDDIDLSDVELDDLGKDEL
SIRT5 block – SIRT5 desuccinylase inhibitors, primary screen, biochemical, fluorescence imaging, single point, set 5; hit rate 1.1% among 330,000; NAD-dependent protein deacylase sirtuin-5, mitochondrial (Homo sapiens), Q9NXA8; AID 652115, 2013; Purified SirT5, succinyl-peptide AMC, trypsin-coupled fluorescence; inhibition, % at 15 µM; in the data active = inhibition above about 15%; inconclusive = no clear call, values can overlap the other calls
Target sequence (Q9NXA8 whole entry, looked up): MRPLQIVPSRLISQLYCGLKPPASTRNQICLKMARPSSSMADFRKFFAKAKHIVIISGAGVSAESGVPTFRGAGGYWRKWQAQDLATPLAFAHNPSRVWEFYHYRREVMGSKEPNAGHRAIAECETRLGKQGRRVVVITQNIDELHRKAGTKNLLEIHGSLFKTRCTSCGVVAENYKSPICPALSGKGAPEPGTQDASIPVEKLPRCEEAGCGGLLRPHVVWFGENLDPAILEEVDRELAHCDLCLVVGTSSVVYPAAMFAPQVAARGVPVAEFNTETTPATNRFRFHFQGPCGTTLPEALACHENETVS
Numbers without * were called inactive; ? = inconclusive; nt = not tested or not shown; & = joins results of further samples; [ ] = dose if it differs, or a comment.

canonical_smiles	esBAF inh	ARNT TACC3 PPI	Cneo AK release	C2C12 statin	miR-122 sensor	ERp5 block	SIRT5 block
CC(/C=N\Nc1nnc2c(n1)[nH]c1c(C)cccc12)=C\c1ccco1	9	0	3	-15	-1	-2	-1
COc1ccccc1C1C(C(N)=O)=C(C)Nc2nc(CCCO)nn21 (stereo unspecified)	1	-2	0	18	-8	-2	0
CCCCN1C(=O)C(CC(=O)NC2CC2)CC(C(=O)N(CC)CC)=C1C (stereo unspecified)	0	nt	-1	4	1	9	nt
COc1ccc(NC(=O)Nc2ccc3c(c2)C(=O)N([C@H](C)CO)C[C@@H](C)[C@@H](CN(C)S(=O)(=O)c2ccc(OC)cc2)OCCCC[C@H](C)O3)cc1	2	-4	-4	nt	-3[16.7 µM]	nt	nt
Cc1cc(C)nc(SCC(=O)N(C)C)n1	nt	5	nt	nt	nt	5	-1
Cc1cccc(-n2ccnc2SCC(=O)Nc2nnc(C)s2)c1	5	nt	-3	1	nt	2	-2
COc1cc(C(=O)COC(=O)c2ccncc2)cc(OC)c1OC	2	-1	5	4	-1	6	nt
CC(C)OCCCn1c(SCC(=O)Nc2ccccc2C(F)(F)F)nc2nccnc2c1=O	3	7	-1	5	-8	-4	-2
CCCNC(=O)Nc1ccc2c(c1)C(=O)N(C)C[C@@H](OC)[C@@H](C)CN(Cc1ccc(-c3ccccn3)cc1)[C@@H](C)CO2	6	1	48	6	nt	1	3
CCCNC(=O)COC(=O)c1ccccc1C(=O)N(C)C1CCCCC1	-2	0	nt	2	-5	-3	1
C[C@@H]1CN([C@H](C)CO)C(=O)c2cc(NC(=O)Nc3ccc(C(F)(F)F)cc3)ccc2O[C@H]1CN(C)Cc1ccccc1	1	-4	1	-34	-3[16.7 µM]	5	-2
COc1ccc(NC(=O)CSc2nc(SC)ns2)cc1	56*	-37	10	13	-2	4	0
COc1ccc(/C=N/Nc2nc(Nc3ccccc3)nc(N3CCCC3)n2)cc1	nt	6	nt	nt	nt	1	-4
O=S(=O)(c1ccc(-c2ccccc2)cc1)N1CCCC1	nt	-8	nt	nt	-3	-3	-6
CCOc1ccccc1N1CCN(C(=O)c2csc(C)c2CC)CC1	-5	-3	4	2	0	-5	-2
Cc1cc(C)cc(N(CC(=O)Nc2cc(C)ccc2C)S(=O)(=O)c2c(C)[nH]c(=O)[nH]c2=O)c1	1	16	-1	6	2	-4	-1
S=c1[nH]nc(-c2cc3ccccc3o2)n1Cc1ccccc1	-7	-6	1	nt	3	nt	nt
CCc1c(O)nc(SCC(=O)Nc2ccccc2)n(C(C)CC)c1=O (stereo unspecified)	?	-5	6	1	1	4	4
Cc1ccc(S(=O)(=O)NCC(=O)OCC(=O)N2CCc3ccccc32)cc1	1	4	4	3	nt	2	-2
CCC(C)NC(=O)C1CCN(S(=O)(=O)c2ccc3nc4c(c(C(=O)O)c3c2)CCCCC4)CC1 (stereo unspecified)	-5	-12	2	6	6	3	1
Cc1ccc(NC(=O)c2cc3c(s2)CCCC3)cc1	?	-1	3	-35	-3	-1	-2
COc1ccc(NC(=O)Nc2ccc3c(c2)C(=O)N([C@H](C)CO)C[C@H](C)[C@H](CN(C)C)O3)cc1	-1	-8	-1	24	-1[16.7 µM]	0	5
CCCNC(=O)C[C@@H]1CC[C@H]2[C@H](COc3ccc(NC(=O)NCC)cc3C(=O)N2C)O1	-1	9	-5	-9	2[16.7 µM]	1	3
Cn1cc(C(=O)c2ccc(Cl)cc2Cl)cc1C(=O)N/N=C(\N)COc1ccc(Cl)cc1	nt	37	nt	nt	nt	-2	-3

Limited to ARNT TACC3 PPI, for two of the compounds above:
compound | ARNT TACC3 PPI
Cc1ccc(S(=O)(=O)NCC(=O)OCC(=O)N2CCc3ccccc32)cc1 | 4
CCC(C)NC(=O)C1CCN(S(=O)(=O)c2ccc3nc4c(c(C(=O)O)c3c2)CCCCC4)CC1 (stereo unspecified) | -12

New compounds follow.
canonical_smiles	esBAF inh	ARNT TACC3 PPI	Cneo AK release	C2C12 statin	miR-122 sensor	ERp5 block	SIRT5 block
Cc1cccc2c1N(CCOc1ccccc1)C(=O)C2=O	nt	-5	nt	nt	nt	-1	-1
Oc1ccc(/C=N/Nc2cc(N3CCCC3)nc(N3CCCC3)n2)cc1	-5	-2	3	-20	3	nt	nt
COc1ccc(S(=O)(=O)N(C)C)cc1NC(=O)c1ccc2c(c1)OCCO2	8	-4	0	-7	0	2	-2
COc1ccc(CCN=Cc2ccc(O)cc2)cc1OC	-2	-1	3	-8	-6	2	-4
C[C@@H]1CN([C@@H](C)CO)C(=O)c2cccc(NS(=O)(=O)c3ccc(Cl)cc3)c2O[C@@H]1CN(C)C(=O)Nc1ccc2c(c1)OCO2	5	3	5	40	3[16.7 µM]	19	8
O=[N+]([O-])c1ccc(/C=N/n2c(COc3ccccc3)n[nH]c2=S)cc1	-13	-13	1	6	-2	nt	nt
Cc1noc(C)c1COc1ccc(C(=O)OCC(=O)OC(C)(C)C)cc1	nt	22	nt	nt	nt	-1	-3
Cc1ccc(NC(=O)c2ncn(CC(=O)NCc3ccc4[nH]ccc4c3)n2)cc1C	33	6	-1	20	-4	4	-1
COc1cc(NC(=O)C2CC2)c(OC)cc1NC(=O)c1ccco1	-9	-2	9	-7	-2	-1	nt
COc1cc2[nH]c(=O)n(CCC(=O)N3CC=C(c4ccccc4)CC3)c(=O)c2cc1OC	0	0	nt	4	-1	nt	nt
COc1cc(Cl)c(C)cc1NC(=O)CN1C(=O)C2CCCCC2C1=O (stereo unspecified)	1	-1	-1	-4	-8	1	0
Cc1cccc2[nH]c(-c3ccc(NC(=O)c4ccco4)cc3)nc12	84*	0	-4	-95	-5	nt	nt
O=C1NC(=O)c2cc(Oc3ccc([N+](=O)[O-])cc3)ccc21	-3	-2	-1	-7	-5	-2	1
C[C@H]1CN([C@@H](C)CO)C(=O)CCCn2nncc2CO[C@@H]1CN(C)Cc1ccc2cccnc2c1	-3	1	0	1	-3[16.7 µM]	5&2	-1&0
Cc1ccc(S(=O)(=O)N2CCOCC2)cc1NC(=O)COC(=O)c1ccc(OCc2c(C)noc2C)cc1	nt	2	0	nt	-2	-6	-8
COC(=O)c1ccc(C)c(NS(=O)(=O)c2ccc(NC(C)=O)cc2)c1	-1	-1	2	-7	3	0	-2
C[C@H]1CN([C@@H](C)CO)C(=O)c2cc(-c3cncnc3)cnc2O[C@H]1CN(C)Cc1cncnc1	2	-7	-11	28	15[16.7 µM]	-9	3
O=C1/C(=C/c2ccc(F)cc2)SC(=S)N1N1CCOCC1	nt	-2	4	nt	0	-1	-7
COc1ccc(-c2nnc(NC(=O)c3cc(C)on3)s2)cc1	20	-5	nt	-15	-5	nt	nt
O=C(CC[C@H]1O[C@@H](n2cnc3c(NC(=O)c4ccccc4)ncnc32)[C@H](O)[C@@H]1O)NCCCN1CCOCC1	5	nt	0	-4	-4	3	0
CC(C)(C)OC(=O)N(CCc1ccccc1)Cc1ccccc1OCc1ccc(NC(=O)C2CCCC2)cc1	3	-1	6	-5	-3	-3	0
COc1c(O)ccc2c1CN1CCc3cc4c(cc3C1C2)OCO4 (stereo unspecified)	-12	60*	-10	6	2	nt	nt
COc1ccc(OCc2nnc(SC(C)C(=O)Nc3nccs3)n2-c2ccccc2)cc1 (stereo unspecified)	-1	1	-1	0	14	nt	nt
OC[C@@H]1CN(Cc2ccc(-c3ccccc3)cc2)C[C@H](n2cnc3c(N4CCCC4)ncnc32)O1	0	nt	-1	4	-1	-1	2
CCOC(=O)C1=C(C)NC(=O)NC1c1ccccc1OCc1c(F)cccc1Cl (stereo unspecified)	4	11	-1	35	-11	nt	nt
C[C@@H]1CN([C@@H](C)CO)C(=O)Cc2cc(NS(=O)(=O)c3ccc(F)cc3)ccc2O[C@H]1CN(C)S(=O)(=O)c1ccc(Cl)cc1	3	2	0	48	4[16.7 µM]	nt	nt
C[C@@H]1CN([C@H](C)CO)S(=O)(=O)c2ccc(-c3ccccc3)cc2O[C@H]1CN(C)C	-3	1	3	-12	0[16.7 µM]	1	-13
Cc1ccc(C(=O)C2=C(O)C(=O)N(CCCn3ccnc3)C2c2ccc(OC(C)C)cc2)o1 (stereo unspecified)	7	7	nt	-7	-2	nt	nt
CN(C(=O)c1ccco1)c1ccccc1C(=O)O	-5	-8	-1	-1	-2	0	2
O=C(Nc1ccc(Cl)cc1)N1CCOC12CCCCC2	nt	-6	nt	nt	-1	-4	-6
COc1ccc2cc(C(=O)N/N=C/c3cc(OC)c(OC)c(OC)c3)[nH]c2c1	6	6	-6	18	7	2	7
Cc1nc2sc(-c3ccccc3)cc2c(=O)[nH]1	-57	-5	-4	7	4	7	-3
COc1cc(NC(=O)c2ccc(N3CC4CC(C3)c3cccc(=O)n3C4)c(NC(=O)c3ccncc3)c2)cc(OC)c1OC (stereo unspecified)	-1	7	1	-13	-6	4	1
O=C(Nc1ccc(F)cc1)Nc1ccc2c(c1)[C@H]1C[C@@H](CC(=O)N3CCCCC3)O[C@H](CO)[C@H]1O2	6	-4	-1	2	-1[16.7 µM]	nt	nt
Cc1ccc(CCNS(=O)(=O)c2cc3c(cc2Cl)NC(=O)CO3)cc1	1	-4	3	8	57	0	0
O=C(NC(=S)NNS(=O)(=O)c1ccc(Cl)cc1)c1cccnc1	nt	nt	nt	nt	-3	0	1
CN1CCN(C(=O)C[C@@H]2CC[C@H]3[C@@H](COc4ccc(NC(=O)C5CC5)cc4C(=O)N3C)O2)CC1	-4	-9	-1	-7	-4[16.7 µM]	-6	-3
CC(C)/C(C=O)=C(/NC1CCCCC1)c1ccccc1	nt	-3	-1	nt	-3	4	-9
O=C(C[C@H]1C=C[C@H](NC(=O)Nc2ccc(C(F)(F)F)cc2)[C@@H](CO)O1)NCc1cc(F)cc(F)c1	4	11	-3	-9	nt	-4	-2
O=C1NN(c2ccccc2)C(=O)/C1=C\c1ccccc1OCC(=O)N1CCOCC1	-3	-1	0	16	-4	nt	nt
Cc1cccc(N(C(=O)c2csnn2)C(C(=O)NC(C)(C)C)c2cccnc2)c1 (stereo unspecified)	nt	-2	nt	nt	-1	2	0
Cc1ccc(/C=N/N=C/c2ccc(C)s2)s1	37	4	nt	2	0	nt	nt
O=C(COC(=O)c1c(F)cccc1Cl)NC1CCCC1	50*	-2	0	-6	-2	-3	-2
COc1ccc(NC(=O)N(C)C[C@@H]2OCCCC[C@@H](C)Oc3ccc(NC(=O)NC4CCCCC4)cc3C(=O)N([C@H](C)CO)C[C@@H]2C)cc1	-1	0	-2	nt	0[16.7 µM]	-2&0	3&0
Cc1cccc(N(C(=O)c2sc(C)nc2C)C(C(=O)NCC2CCCO2)c2ccccc2)c1 (stereo unspecified)	5	4	2	-12	2	-3	-3
Cc1ccc(OCc2cc(C(=O)NC3CCCCC3)no2)cn1	-4	nt	-12	-3	nt	3	-3
Cc1ccccc1COc1ccc(/C=N/NC(=O)c2nnn(-c3nonc3N)c2CN2CCC(C)CC2)cc1	6	-6	9	-5	3	-6	-1
CC(C)(O)C#Cc1ccc(C(=O)NCc2ccccc2F)cc1	nt	4	nt	nt	nt	5	-4

Source: PubChem (Broad Institute)
